Screening results (PubChem BioAssay)
TRPC4 inh: blocks the mouse TRPC4 cation channel; AID 2247; B-score at 10 µM; HEK293 TRPC4beta/mu-opioid, DAMGO-evoked Fluo4 calcium flux; hits give low values; actives 0.39% (n = 300,000);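 active means B-score over 3 SD under the library average, no early fluorescence shift, positive overall ratio signal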
Target sequence (Q9QUQ5 whole entry, looked up): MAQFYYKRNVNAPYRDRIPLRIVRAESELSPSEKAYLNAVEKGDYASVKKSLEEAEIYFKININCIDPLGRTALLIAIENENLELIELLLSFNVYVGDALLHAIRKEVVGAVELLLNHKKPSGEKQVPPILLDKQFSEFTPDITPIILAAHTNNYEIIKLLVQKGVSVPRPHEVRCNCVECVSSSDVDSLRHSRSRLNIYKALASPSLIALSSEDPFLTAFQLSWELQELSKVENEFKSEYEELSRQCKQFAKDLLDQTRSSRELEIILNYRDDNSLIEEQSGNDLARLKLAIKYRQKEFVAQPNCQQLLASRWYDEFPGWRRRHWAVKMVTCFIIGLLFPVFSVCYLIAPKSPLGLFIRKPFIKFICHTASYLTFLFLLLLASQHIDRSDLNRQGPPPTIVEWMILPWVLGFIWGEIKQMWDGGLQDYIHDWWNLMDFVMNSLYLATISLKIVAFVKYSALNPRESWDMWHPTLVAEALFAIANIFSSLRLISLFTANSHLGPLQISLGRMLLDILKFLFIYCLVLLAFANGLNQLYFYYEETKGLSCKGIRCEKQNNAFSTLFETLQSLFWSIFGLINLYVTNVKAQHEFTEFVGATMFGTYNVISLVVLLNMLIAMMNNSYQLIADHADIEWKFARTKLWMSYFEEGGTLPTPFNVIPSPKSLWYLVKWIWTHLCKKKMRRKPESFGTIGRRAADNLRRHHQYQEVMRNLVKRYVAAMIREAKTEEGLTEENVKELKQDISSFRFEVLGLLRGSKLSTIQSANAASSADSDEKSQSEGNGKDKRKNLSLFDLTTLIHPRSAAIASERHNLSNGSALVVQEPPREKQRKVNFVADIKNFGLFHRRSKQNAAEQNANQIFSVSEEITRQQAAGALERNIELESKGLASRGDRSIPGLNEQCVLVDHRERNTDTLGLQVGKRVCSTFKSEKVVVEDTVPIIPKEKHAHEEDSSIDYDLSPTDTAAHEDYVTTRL
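System: stable TRPC4beta/mu-opioid receptor HEK293 cells; Dosing: single-point compound dosing; Measured by: Fluo4 Ca2+ flux fluorescence; Read-out basis: per-well B score of integrated baseline-normalized Fluo4 ratio.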
TRPC4 potent: allosteric potentiators of mouse TRPC4 channel; B-score at 10 µM; HEK293 TRPC4beta/mu-opioid, DAMGO EC20, Fluo-4 Ca2+ flux; hits give high values; actives 0.42% (n = 310,000); Q9QUQ5; AID 2227;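 active means B-score of calcium response area above 5 SD of library B-scores, with initial fluorescence ratio within 5 SD of library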;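 further: B-score of integrated fluorescence ratio over time as area under calcium response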
TRPC6 inh: inhibitors of mouse TRPC6 channel; B-score at 10 µM; HEK293-TRPC6, membrane potential dye, ACh-evoked depolarization; hits give low values; actives 1.1% (n = 310,000); Q61143;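 active means B-score under library mean minus 3 SD, initial fluorescence not abnormally high, positive integrated signal ratio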;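 further: B-score derived from integrated fluorescence ratio over the kinetic read; more negative B-score means stronger inhibition of depolarization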
IEC-6 cytotox: counter-screen for KLF5 inhibitors: cytotoxicity in IEC-6 cells; inhibition, % at 5 µM; IEC-6 cytotoxicity, luminescence viability; AID 1825; actives 0.78% (n = 290,000); in the data active means inhibition above about 22%;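 further: 0% = plate median of test compound wells and 100% = cytotoxic reference compound wells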
KLF5 inhibitor: suppresses KLF5 promoter-driven expression. DLD-1 KLF5 promoter-luciferase reporter, luminescence. inhibition, % at 5 µM. actives 0.23% (n = 290,000). AID 1700;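 active means inhibition above a per-plate limit of that plate's mean compound inhibition plus 3 SD, cut at about 60% in these data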;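 further: 0% = DMSO wells and 100% = LY294002 at 200 µM; higher means less KLF5 promoter-driven luciferase light; inactives centre near -14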
TRPC4 agonist: opens the mouse TRPC4 cation channel. Q9QUQ5. HEK293 TRPC4beta/mu-opioid, Fluo4 calcium fluorescence; hits give high values. actives 0.49% (n = 310,000). B-score at 10 µM. AID 2237;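 active means B-score above 5 SD of library B-scores, and initial fluorescence ratio not above library mean plus 5 SD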;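 further: positive B-score marks a calcium rise read as TRPC4 activation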
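Incubation: 45 min room-temperature Fluo4 loading, 110 s read / System: HEK293 cells stably co-expressing mouse TRPC4beta and mu-opioid receptor / Signal: Fluo4 fluorescence, kinetic / Control set: buffer (low) and maximal DAMGO (high) / Measure: integrated baseline-normalised fluorescence ratio, converted to per-well B score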
TRPC6 activator: mouse TRPC6 channel activation | HEK293-TRPC6 membrane potential dye fluorescence; hits give high values | B-score at 10 µM | actives 0.13% (n = 310,000);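 active means B-score of the integrated fluorescence ratio above library mean plus 3 SD, and starting fluorescence ratio within library mean plus 5 SD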;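 further: higher score means more depolarization so channel activation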
aSyn 5UTR inh: 5' untranslated region of α-synuclein, MLPCN primary screen; alpha-synuclein 5'UTR reporter, inhibitor activity; inhibition, % (tested at 7.5 µM); actives 0.82% (n = 300,000); in the data active means inhibition above about 60%;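 further: H4 neuroglioblastoma cells stably carrying SNCA 5'UTR luciferase fusion; 0% = DMSO wells and 100% = positive control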
MrgX1 antagonist: antagonists of human MrgX1 receptor | Q96LB2 | MRGX1-HEK293 calcium flux, Fluo-4, BAM8-22 antagonism; hits give low values | B-score at 10 µM | actives 1.3% (n = 310,000) | AID 588676;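 active means calcium-response B-score plate-corrected more than 3 library SD below zero, starting fluorescence within 5 deviations, no agonist response on first addition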;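 further: peak minus trough fluorescence over baseline after final BAM8-22 challenge near maximal dose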
SKKanGAS inh: SKKanGAS growth inhibition; S. pyogenes SKKanGAS, kanamycin growth, BacTiter-Glo, 6 h; inhibition, % at 7.5 µM; actives 1.3% (n = 300,000); AID 1662;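 active means mean replicate score, as percent of positive control median, at least 50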;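 further: strain carries kanamycin resistance gene driven by streptokinase promoter and grows in 40 µg/ml kanamycin; loss of luminescence reflects streptokinase promoter inhibition or plain growth inhibition; 0% = median of DMSO wells and 100% = positive control at its reference dose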
HIF act: HIF pathway transcriptional activation. U2OS HRE-luciferase reporter, luminescence; normalized: DMSO 0%, desferrioxamine 100%. actives 0.32% (n = 300,000). activation, % at 7.5 µM (by protocol);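 active means mean activation of at least 10% of the iron chelator positive control signal, with at least half of replicates also reaching 10%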
Starred values were filed as active, the others as inactive; i = inactive; / = no result given.

no. | mol | TRPC4 inh | TRPC4 potent | TRPC6 inh | IEC-6 cytotox | KLF5 inhibitor | TRPC4 agonist | TRPC6 activator | aSyn 5UTR inh | MrgX1 antagonist | SKKanGAS inh | HIF act
1 | Cc1cccc(CC(=O)N2CCC(n3nccc3NC(=O)C3CC3)CC2)c1 | i | i | i | 2 | -31 | i | i | -1 | i | 10 | 0.3
2 | C=CCN(CC=C)C(=S)NC(=O)/C=C/c1ccc(C)cc1 | i | i | i | 1 | -9 | i | i | -5 | i | -4 | 0.0
3 | Cc1ccc(O)c(N/C=C/C(=O)c2ccc(F)cc2)c1 | i | i | i | 7 | -198 | i | i | -259 | i | 5 | 1.5
4 | O=C(Nc1c(C(=O)N2CCC(N3CCCCC3)CC2)oc2ccccc12)c1c(F)cccc1F | i | i | i | 2 | -28 | i | i | -43 | i | -5 | 0.6
5 | COc1ccc(CCC(=O)Nc2cc([N+](=O)[O-])ccc2OC)cc1 | i | i | i | 6 | -5 | i | i | -15 | i | -4 | -0.7
6 | O=[N+]([O-])c1ccc(O)c(/C=N/Nc2nc3ccccc3[nH]2)c1 | i | i | i | 4 | 24 | i | i | 47 | i | 71* | -2.3
7 | O=[N+]([O-])c1cc(C(F)(F)F)cc([N+](=O)[O-])c1NCCCN1CCOCC1 | i | i | i | 4 | -29 | i | i | -21 | i | 3 | 0.0
8 | O=C(COc1ccccc1)Nc1nnc(S(=O)(=O)N2CCCCCC2)s1 | i | i | i | 7 | -26 | i | i | 15 | i | 5 | 0.1
9 | CCC(=O)Nc1ccc(S(=O)(=O)Nc2c(NC)c3ccccc3oc2=O)cc1 | i | i | i | 0 | -15 | i | i | -12 | i | 5 | 0.2
10 | COc1ccc(CCNC(=O)COC(=O)CCC(=O)c2ccc(F)cc2)cc1OC | i | i | i | 6 | -4 | i | i | 4 | i | -3 | 299*
11 | c1ccc(SCCN2CCc3ccccc3C2)cc1 | i | i | i | -2 | -39 | i | i | -97 | i | -7 | 0.9
12 | O=Cc1c(NCCc2ccc(F)cc2)c2ccccc2[nH]c1=O | i | i | i | -1 | -17 | i | i | 13 | i | 0 | 1.4
13 | O=[N+]([O-])c1ccc2[nH]cc(S(=O)(=O)N3CCN(c4cccc(Cl)c4)CC3)c2c1 | i | i | i | 14 | -8 | i | i | 4 | i | 33 | -0.4
14 | Cc1cc2ncn(C3CC(=O)N(Cc4ccc(N5CCCC5=O)cc4)C3=O)c2cc1C (stereo not drawn) | i | i | i | -5 | -4 | i | i | -19 | i | -3 | -0.3
15 | CCN(CC)c1nc2c(s1)C(=O)CC(C)(C)C2 | i | i | i | -4 | -55 | i | i | -45 | i | 2 | 0.7
16 | CCS(=O)(=O)N1CCC(C(=O)Nc2cccc(F)c2)CC1 | i | i | i | 3 | -14 | i | i | 3 | i | -2 | -0.6
17 | COc1cccc(/C=C2\C(=O)N(c3cccc(C)c3)C(=O)c3ccccc32)c1 | i | i | i | -3 | -38 | i | i | -11 | i | 5 | -0.3
18 | CSc1nnc(CNS(=O)(=O)c2ccc(Cl)cc2)n1C | i | i | i | 1 | 6 | i | i | 13 | i | -11 | 0.0
19 | COc1ccccc1-c1cc(N)n(S(=O)(=O)c2cccc3nsnc23)n1 | i | i | i | 4 | 7 | i | i | 24 | i | -11 | 0.2
20 | Cc1ccc(S(=O)(=O)c2nc(S(C)(=O)=O)sc2N2CCCC2)cc1 | i | i | i | 2 | -38 | i | i | 17 | i | 3 | -0.1
21 | O=C(CSc1nnc2ccccn12)c1ccc2c(c1)OCCO2 | / | / | / | 0 | -158 | / | / | -51 | i | 7 | 0.6
22 | CN(C)CCCN(C(=O)c1ccc(S(=O)(=O)N2CCCCCC2)cc1)c1nc2ccc(Br)cc2s1 | i | i | i | 1 | 3 | i | i | 75* | i | 16 | -2.1
23 | Cc1ccnc(NC(=S)NC(=O)/C=C/c2ccco2)c1 | i | i | i | 9 | -106 | i | i | -334 | i | 1 | 6.8
24 | N/C(Cc1ccc(Cl)cc1)=N\OC(=O)c1cccc2ccccc12 | i | i | i | -2 | -22 | i | i | -20 | i | 1 | -0.6
25 | COc1cc(NC(=O)CSc2nnc3ccc(-c4ccncc4)nn23)cc(OC)c1 | i | i | i | 6 | 17 | i | i | 9 | i | 1 | -0.1
26 | Cc1csc(NC(=O)c2cccn2C)n1 | i | i | i | -2 | -180 | i | i | -128 | i | 15 | 1.3
27 | CSc1nc(C)c2c(c1C#N)CCCC2 | i | i | i | 0 | -29 | i | i | 5 | i | -2 | -0.3
28 | COc1cc(CSC)nc(-c2ccccc2)n1 | i | i | i | 6 | 3 | i | i | 18 | i | -4 | 0.2
29 | O=C(OCC(=O)c1c[nH]c2ccccc12)c1ccco1 | i | i | i | 0 | -1 | i | i | -102 | i | -14 | 2.8
30 | NNc1nc2c(-c3ccc(F)cc3)nnn2c2ccccc12 | i | i | i | 11 | -4 | i | i | -141 | i | 9 | 3.6
31 | NCCCC(=O)N1c2ccccc2Sc2ccccc21 | i | i | -6.9* | 8 | -11 | i | i | 27 | i | 0 | -0.2
32 | NS(=O)(=O)c1ccc(CCNC(=O)c2cccc([N+](=O)[O-])c2)cc1 | i | i | i | 0 | -24 | i | i | -2 | i | 4 | -0.2
33 | O=C(CCn1[nH]c(=O)c2ccccc2c1=O)NCCO | i | i | i | 7 | 15 | i | i | -12 | i | -1 | 0.0
34 | CCOC(=O)CN1C(=O)C(C)(C)Oc2ccc(C(=O)NC(C)(C)CC)cc21 | i | i | i | -2 | 10 | i | i | 20 | -5.3* | 4 | -0.7
35 | Cc1cc(O)cc(=O)n1CCc1ccccc1 | i | i | i | 0 | -25 | i | i | -11 | i | -6 | -0.5
36 | Oc1ccc(-c2n[nH]c(=S)n2-c2ccc3c(c2)OCCO3)c(O)c1 | i | i | i | 0 | -10 | i | i | -58 | i | 3 | -2.7
37 | CCCC(=O)C1=C(O)C(C(=O)OC)C(C)(C)CC1=Nc1cccc([N+](=O)[O-])c1 (stereo not drawn) | i | i | i | 2 | -6 | i | i | 6 | i | 1 | -0.6
38 | COc1ccc(C(=O)NCCS(=O)(=O)N2CCc3ccccc3C2)c(OC)c1 | i | i | i | / | / | i | i | 10 | i | -7 | -0.2
39 | O=C(c1ccco1)N1CCN(Cc2c(F)cccc2Cl)CC1 | i | i | i | 2 | -70 | i | i | -75 | i | 3 | 1.1
40 | Cc1ccn2c(=O)c(NC(=O)c3cccc4ccccc34)c(C)nc2c1 | i | i | i | / | / | i | i | 2 | i | -4 | 0.1
41 | Cc1ccccc1C1CC(=O)NC2=C1C(=O)CCC2 (stereo not drawn) | i | i | i | 4 | -28 | i | i | -2 | i | 3 | -0.4
42 | Cc1nnc(SCC(=O)N2CCCC2)n1-c1ccc(F)cc1 | i | i | i | / | / | i | i | 3 | i | 5 | -0.2
43 | COc1cnc(-c2ccccn2)nc1Oc1ccccc1 | i | i | i | 0 | -8 | i | i | -47 | i | 57* | 0.2
44 | COc1ccc(S(=O)(=O)c2cnc3ccccc3n2)cc1 | i | i | i | 0 | -3 | i | i | 2 | i | -4 | -0.2
45 | CCOC(=O)c1ccc(NC(=O)CSc2nnc(-c3ccncc3)n2C)cc1 | i | i | i | -1 | -10 | i | i | -5 | i | 7 | -22
46 | Cc1cc(N2CCC(C)CC2)n2nc(C)c(-c3ccccc3)c2n1 | i | i | i | -1 | -30 | i | i | -10 | i | 3 | 0.8
47 | FC(F)(F)c1nnc(-c2ccccc2)nc1Sc1ccc(Cl)cc1 | i | i | i | 0 | -3 | i | i | -1 | i | 27 | 1.6
48 | CCn1cc(CN2CCC(C(=O)Nc3cccc(-c4cccc(OC)c4)c3)CC2)cn1 | i | i | i | 3 | -26 | i | i | -23 | i | -2 | 0.0
49 | O=C(Nc1ccc2ccccc2c1)c1ccc(NS(=O)(=O)c2ccc(Br)s2)cc1 | i | i | i | -3 | -19 | i | i | -102 | i | 96* | 0.7
50 | COC(=O)C(NS(=O)(=O)c1ccccc1Br)C(C)C (stereo not drawn) | i | i | i | / | / | i | i | -26 | i | 3 | 0.3

Part of the list above, with two lines to a compound:
Values run as follows: TRPC4 inh | TRPC4 potent | TRPC6 inh | IEC-6 cytotox | KLF5 inhibitor | TRPC4 agonist | TRPC6 activator | aSyn 5UTR inh | MrgX1 antagonist | SKKanGAS inh | HIF act
31	NCCCC(=O)N1c2ccccc2Sc2ccccc21
→ i | i | -6.9* | 8 | -11 | i | i | 27 | i | 0 | -0.2
32	NS(=O)(=O)c1ccc(CCNC(=O)c2cccc([N+](=O)[O-])c2)cc1
→ i | i | i | 0 | -24 | i | i | -2 | i | 4 | -0.2
33	O=C(CCn1[nH]c(=O)c2ccccc2c1=O)NCCO
→ i | i | i | 7 | 15 | i | i | -12 | i | -1 | 0.0
34	CCOC(=O)CN1C(=O)C(C)(C)Oc2ccc(C(=O)NC(C)(C)CC)cc21
→ i | i | i | -2 | 10 | i | i | 20 | -5.3* | 4 | -0.7

Next compounds:
no. | mol | TRPC4 inh | TRPC4 potent | TRPC6 inh | IEC-6 cytotox | KLF5 inhibitor | TRPC4 agonist | TRPC6 activator | aSyn 5UTR inh | MrgX1 antagonist | SKKanGAS inh | HIF act
51 | COc1cccc2cc(C(=O)CS(=O)(=O)c3ccc(Cl)cc3)c(=O)oc12 | i | i | i | -3 | -44 | i | i | 14 | i | -1 | -0.1
52 | O=C(CNS(=O)(=O)c1ccccc1)NCC(=O)OCc1ccc(Cl)cc1 | i | i | i | -2 | -27 | i | i | 15 | i | -5 | -0.5
53 | CC(OC(=O)c1cc(Br)ccc1O)C(=O)NC1(C#N)CCCCC1 (stereo not drawn) | i | i | i | / | / | i | i | -13 | i | -15 | -0.2
54 | CCN1C(=O)CSc2ccc(C(=O)NC3CCCCC3)cc21 | i | i | i | 2 | 7 | i | i | 14 | i | 6 | 0.5
55 | O=C(Nc1ccnn1C1CCN(Cc2ccccc2OC(F)F)CC1)c1cccc(F)c1 | i | i | i | -7 | -21 | i | i | 12 | i | 2 | -0.4
56 | Cc1ccc(NC(=O)CN(C)C(=O)c2cc3ccccc3o2)cc1 | i | i | i | -12 | -6 | i | i | -1 | i | -4 | 0.0
57 | CSc1nnc(C)c(=O)n1COC(=O)COc1ccc(Cl)cc1Cl | i | i | i | -6 | -17 | i | i | -3 | i | -2 | -0.1
58 | O=C(NC1CCCC1)C(c1ccncc1)N(C(=O)Cc1cccs1)c1ccccc1 (stereo not drawn) | i | i | i | -10 | -10 | i | i | 0 | i | 3 | -0.3
59 | CN(C)CCCOC(=O)Cc1ccc(Cl)cc1 | i | i | i | -2 | -13 | i | i | 8 | i | -2 | 0.4
